BAZ2B block: qHTS Assay for Inhibitors of BAZ2B; Bromodomain adjacent to zinc finger domain protein 2B (Homo sapiens), Q9UIF8; AlphaScreen BAZ2B-H3K14Ac peptide displacement; Potency, µM (series often up to 114 µM), inactives show at the highest dose activity change, negative = inhibition, hits mostly inhibitors; 360,000 tested, 4.4% active; AID 504333, 2011; also: % is scaled to controls: 0 for no effect and ±100 for the full control effect; nearly all actives have a fitted effect of over 60% in size
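In this displacement format the biotinylated H3(5-23) peptide acetylated at Lys14 serves as ligand at 50 nM, with BAZ2B at 50 nM in PBS pH 7.4 containing 0.01% Tween-20. Donor and acceptor beads are 10 ug/mL final.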
Apoferritin bind: qHTS Assay for Identification of Novel General Anesthetics; Ferritin light chain (Equus caballus), P02791; apoferritin/1-aminoanthracene competitive binding, fluorescence; Potency, µM (doses to about 77.5 µM), for inactives: at the highest dose activity change, negative = displacement, hits mostly inhibitors; 350,000 tested, 0.074% active; AID 485281, 2010; also: % is scaled to controls: 0 for no effect and ±100 for the full control effect; nearly all actives have a fitted effect of over 20% in size
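Apoferritin-based anesthetic binding model; compound displacement of fluorescent 1-AMA measured as endpoint fluorescence after 10 minutes at room temperature, scaled to free-ligand and complex controls.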
G9a block: qHTS Assay for Inhibitors of Histone Lysine Methyltransferase G9a | Histone-lysine N-methyltransferase EHMT2 (Homo sapiens), Q96KQ7 | G9a H3K9 monomethylation, AlphaScreen, 2 h | 350,000 tested, 8.8% active | Potency, µM (top dose mostly 102 µM), for the others: at the top dose activity, negative = inhibition, actives largely listed as inhibitors; also: % is scaled to controls: 0 for no effect and ±100 for the full control effect; nearly all actives have a fitted effect of over 75% in size
Target sequence (Q96KQ7 913-1193 limits assumed): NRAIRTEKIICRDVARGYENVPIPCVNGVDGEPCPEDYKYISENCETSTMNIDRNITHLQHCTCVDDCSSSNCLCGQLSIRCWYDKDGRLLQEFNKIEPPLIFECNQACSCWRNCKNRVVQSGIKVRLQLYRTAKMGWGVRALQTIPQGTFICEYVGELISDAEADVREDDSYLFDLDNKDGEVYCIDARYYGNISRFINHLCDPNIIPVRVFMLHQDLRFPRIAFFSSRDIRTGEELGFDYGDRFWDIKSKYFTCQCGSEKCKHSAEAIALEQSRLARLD
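Methyltransferase reactions run at room temperature for 2 h (20 nM enzyme, 500 nM biotin-H3K9 peptide, 20 uM SAM) after a 15 min compound preincubation; product detected by AlphaScreen beads and anti-H3K9me1 antibody.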
POLK inh: qHTS for Inhibitors of Polymerase Kappa. purified Pol kappa, fluorescent DNA synthesis assay, 10 min. Potency, µM (highest dose often 107 µM), for inactives: at the top dose activity, negative = inhibition, usual class: inhibitors. 400,000 tested, 0.53% active. AID 588579, 2011; also: % is scaled to controls: 0 for no effect and ±100 for the full control effect
Target sequence (Q9UBT6 whole entry, looked up): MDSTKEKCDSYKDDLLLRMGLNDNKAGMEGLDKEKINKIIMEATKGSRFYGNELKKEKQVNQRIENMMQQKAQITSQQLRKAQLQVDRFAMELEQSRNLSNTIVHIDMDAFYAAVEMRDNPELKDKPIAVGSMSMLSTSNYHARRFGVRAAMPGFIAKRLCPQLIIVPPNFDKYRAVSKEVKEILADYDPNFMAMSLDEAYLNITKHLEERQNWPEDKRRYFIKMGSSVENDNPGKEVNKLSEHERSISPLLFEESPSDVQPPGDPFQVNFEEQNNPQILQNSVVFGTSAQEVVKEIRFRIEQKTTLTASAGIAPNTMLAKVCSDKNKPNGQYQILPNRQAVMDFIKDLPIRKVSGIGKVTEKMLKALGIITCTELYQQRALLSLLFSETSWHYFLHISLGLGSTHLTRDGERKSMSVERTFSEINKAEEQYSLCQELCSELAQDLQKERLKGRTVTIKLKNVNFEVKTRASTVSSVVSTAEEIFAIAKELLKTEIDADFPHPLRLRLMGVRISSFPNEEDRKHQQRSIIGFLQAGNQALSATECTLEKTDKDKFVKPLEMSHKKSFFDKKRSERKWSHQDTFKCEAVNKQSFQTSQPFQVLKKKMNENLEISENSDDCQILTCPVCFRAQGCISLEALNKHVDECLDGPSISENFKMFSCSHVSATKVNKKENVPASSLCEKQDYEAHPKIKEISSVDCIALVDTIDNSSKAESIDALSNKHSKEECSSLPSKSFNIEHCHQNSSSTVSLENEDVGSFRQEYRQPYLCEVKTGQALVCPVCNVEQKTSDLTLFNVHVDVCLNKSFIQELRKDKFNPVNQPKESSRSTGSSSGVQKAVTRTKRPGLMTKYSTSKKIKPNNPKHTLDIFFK
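Enzyme at 10 nM met test compounds for 15 min at room temperature. Substrate addition (50 nM final) began the reaction, which was monitored by fluorescence at 0 and 10 min.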
APEX1 inh: qHTS Assay for Inhibitors of the Human Apurinic/apyrimidinic Endonuclease 1 (APE1); Potency, µM (top dose mostly 65.8 µM), for the others: at the top dose activity change, negative = inhibition, hits mostly inhibitors; 350,000 tested, 0.35% active; recombinant APE1, TAMRA/BHQ-2 abasic DNA cleavage fluorescence; DNA repair nuclease/redox regulator APEX1 (Homo sapiens), P27695;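 also: plate controls were vehicle for no effect and reference inhibitor for full effect; nearly all actives have a fitted effect of over 55% in size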
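Substrate: short duplex with […] THF abasic site, 5'-TAMRA and 3'-BHQ-2, 50 nM final. APE1 at 0.75 nM, preincubated 15 min RT with compound. Fluorescence increase from first to third read measured activity.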
Pol beta inh: qHTS Assay for Inhibitors of DNA Polymerase Beta; P06746; Pol beta primer extension/strand displacement, fluorescence kinetic; Potency, µM (top dose mostly 114 µM), for inactives: top-dose activity change, negative = inhibition, usual class: inhibitors; 340,000 tested, 1.3% active; AID 485314, 2010; also: % is scaled to controls: 0 for no effect and ±100 for the full control effect
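Kinetic readout of DNA synthesis with strand displacement by Pol beta. Compound and 10 nM enzyme sit 15 min at room temperature; 50 nM substrate starts the reaction, read immediately and at 10 min.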
POLI inh: qHTS for Inhibitors of Polymerase Iota | Pol iota fluorescent replication assay, 10 min | Potency, µM (top dose mostly 115 µM), for the others: top-dose activity, negative = inhibition, usual class: inhibitors | 390,000 tested, 1% active
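Pol iota at 10 nM preincubated 15 min with compounds at room temperature; reaction started with fluorescent substrate, 50 nM final. Fluorescence read kinetically at 0 and 10 min; buffer-only wells as negative control.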
Pol eta inh: qHTS for Inhibitors of Polymerase Eta. Potency, µM (top dose mostly 114 µM), inactives show top-dose activity change, negative = inhibition, usual class: inhibitors. AID 588591, 2011. 390,000 tested, 1.2% active. recombinant Pol eta, fluorescent DNA replication assay. DNA polymerase eta (Homo sapiens), Q9Y253; also: % is scaled to controls: 0 for no effect and ±100 for the full control effect
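Pol eta at 10 nM preincubated with compounds 15 min at room temperature; reaction started with fluorescent substrate (50 nM final) and read kinetically at 0 and 10 min.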
BLM helicase inh: qHTS Assay for Inhibitors of Bloom's syndrome helicase (BLM). Potency, µM (top dose mostly 56.1 µM), inactives show at the highest dose activity change, negative = inhibition, hits mostly inhibitors. recombinant BLM DNA unwinding, fluorescence dequenching. 350,000 tested, 0.2% active. RecQ-like DNA helicase BLM (Homo sapiens), P54132;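 also: plate controls were vehicle for no effect and no enzyme for full effect; nearly all actives have a fitted effect of over 35% in size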
Numbers without * were called inactive; ? = inconclusive; . = not tested or not shown; & = joins results of further samples; [ ] = another dose, or the depositor's remark. Calls follow the shape of the dose curve; as a rule, active = well fitted curve in the direction sought with a large enough effect; inconclusive = small, poorly fitted or top-dose-only effect, or another doubt; inactive = no such curve, though single readings can be large; an effect the other way counts as inactive or inconclusive. Potency is read from the fitted curve at half-maximal effect. Only part of the results is shown, so the mix of outcomes need not match the whole.

Screens by letter: A = BAZ2B block; B = Apoferritin bind; C = G9a block; D = POLK inh; E = APEX1 inh; F = Pol beta inh; G = POLI inh; H = Pol eta inh; I = BLM helicase inh
COc1cc(C(CCN2CCCC2)c2c(OC)cc(OC)c3ccc(=O)oc23)cc(OC)c1OC (stereo unspecified)
  A = -3% | B = -12%&-6% | C = 28%[12.7 µM] | D = 10%&-1% | E = -5%&3% | F = -28% | G = 26%&9% | H = -14% | I = -3%&-8%
O=C(NC1CCCCC1)c1ccc2c(c1)N(Cc1ccccc1Cl)C(=O)c1ccccc1S2
  A = 0% | B = -3% | C = 5%[59 µM] | D = -23%[60.1 µM] | E = . | F = 8% | G = -23% | H = -10% | I = -5%
Cc1cccc(N2CCN(c3nc4ccc(Cl)cc4n4cnnc34)CC2)c1C
  A = -2% | B = -4% | C = -13% | D = -4% | E = 3% | F = -3% | G = 34%[activator] | H = -20% | I = -2%
COc1ccc(/C=N/n2cnnc2)cc1Oc1nc(Cl)ncc1F
  A = 3% | B = 2% | C = -12% | D = -1% | E = -2% | F = 4% | G = 168%[activator] | H = -14% | I = 5%
Cc1cc(OCC(=O)NCC(C)C)cc(C)c1Br
  A = 6% | B = -19% | C = 6% | D = -25% | E = -2% | F = -1% | G = 28% | H = 1% | I = -18%
CN1CCN(C(=O)C2=C[C@@H](c3csc4ccccc34)C[C@@H](OCc3ccc(CO)cc3)O2)CC1
  A = -28% | B = -5% | C = -39%[59 µM] | D = -2% | E = -2% | F = 11% | G = 19% | H = -9% | I = -4%
COc1ccc(NC(=O)/C=C/c2ccc(Cl)cc2)cc1
  A = . | B = . | C = 29%[59 µM] | D = ? | E = -2% | F = -2%[57.1 µM] | G = -8%[58.9 µM] | H = -13%[57.1 µM] | I = .
COCCN(Cc1cc2cc3c(cc2nc1Cl)OCO3)C(=O)Nc1ccc(OC)cc1
  A = -2% | B = 6% | C = 8%[59 µM] | D = 3% | E = 1% | F = 19% | G = 7% | H = -9% | I = -5%
CC(OC(=O)c1cccc(S(=O)(=O)N2CCCCCC2)c1)C(=O)Nc1ccc(S(N)(=O)=O)cc1 (stereo unspecified)
  A = -4% | B = . | C = 50µM* | D = -7% | E = -8% | F = . | G = 19% | H = -20% | I = .
CN(C)S(=O)(=O)c1cccc(NC(=O)c2ccc(N3CCOCC3)c([N+](=O)[O-])c2)c1
  A = ? | B = 4% | C = 50µM* | D = -8% | E = 1% | F = -3% | G = 88%[activator] | H = -21% | I = -2%
COC(=O)/C=C/C1=CN(Cc2ccccc2)CCC1=O
  A = . | B = . | C = . | D = 13% | E = -1% | F = . | G = 21% | H = -6% | I = .
O=C(Cn1c(=O)c2cccn2c2ccccc21)NCCc1ccc(Cl)cc1
  A = -14% | B = -4% | C = . | D = 6% | E = -3% | F = 1% | G = 31% | H = -11% | I = -8%
O=C1CCCN1CN1CCCCC1
  A = 79µM* | B = -7% | C = -131%[59 µM] | D = -16% | E = -3% | F = 28% | G = -5% | H = -19% | I = -1%
O=C(CSc1cn(CCNC(=O)c2ccccc2F)c2ccccc12)Nc1ccc2c(c1)OCCO2
  A = -6% | B = -1% | C = 0%[59 µM] | D = 1% | E = . | F = -2% | G = -7% | H = -22% | I = -2%
CN1CCn2c1nc(N1CCCCC1)nc2=O
  A = 1% | B = -5% | C = -3%[12.7 µM] | D = -3% | E = -1% | F = -2% | G = -9% | H = -9% | I = 0%

Given as labelled records: part of the list above.
Structure: COCCN(Cc1cc2cc3c(cc2nc1Cl)OCO3)C(=O)Nc1ccc(OC)cc1
  BAZ2B block: -2% | Apoferritin bind: 6% | G9a block: 8%[59 µM] | POLK inh: 3% | APEX1 inh: 1% | Pol beta inh: 19% | POLI inh: 7% | Pol eta inh: -9% | BLM helicase inh: -5%
Structure: CN(C)S(=O)(=O)c1cccc(NC(=O)c2ccc(N3CCOCC3)c([N+](=O)[O-])c2)c1
  BAZ2B block: ? | Apoferritin bind: 4% | G9a block: 50µM* | POLK inh: -8% | APEX1 inh: 1% | Pol beta inh: -3% | POLI inh: 88%[activator] | Pol eta inh: -21% | BLM helicase inh: -2%

The list continues:
Screens by letter: A = BAZ2B block; B = Apoferritin bind; C = G9a block; D = POLK inh; E = APEX1 inh; F = Pol beta inh; G = POLI inh; H = Pol eta inh; I = BLM helicase inh
O=C(OCC(=O)N1CCN(S(=O)(=O)c2ccc(Cl)cc2)CC1)C1CCC1
  A = 4% | B = . | C = -39% | D = -9% | E = -7% | F = . | G = 10% | H = -5% | I = .
COc1ccc(C(=O)Sc2nncc3ccccc23)cc1
  A = 71µM* | B = -16% | C = 22µM* | D = 2% | E = -3% | F = 2% | G = 13% | H = -14% | I = -6%
O=C(Oc1cccnc1)c1cc(S(=O)(=O)N2CCOCC2)ccc1Cl
  A = 1% | B = -3% | C = -8%[2.33 µM] | D = -3% | E = 5% | F = 0% | G = 15% | H = -11% | I = 0%
COc1ccc(C(=O)c2cn(Cc3ccccc3F)c3ccc(F)cc3c2=O)cc1
  A = 79µM* | B = -19% | C = -9%[59 µM] | D = -8% | E = . | F = 46% | G = -3% | H = -9% | I = 0%
COCCN1Cc2cccc(C(=O)Nc3ccc(-c4nc5ccccc5[nH]4)cc3)c2C1=O
  A = -19% | B = -1% | C = -7%[59 µM] | D = -2% | E = 3% | F = ? | G = 22% | H = 3% | I = -8%
COc1ccc(Br)cc1C(=O)N/N=C/c1ccc2c(c1)n(C)c(=O)n2C
  A = 2% | B = 74%[activator] | C = -9%[59 µM] | D = -3% | E = 4% | F = -20% | G = -17% | H = -19% | I = -1%
Cc1nn(C)c2nc(-c3cccs3)cc(C(F)(F)F)c12
  A = 175%[activator] | B = ? | C = 305%[activator] | D = -10% | E = -3% | F = -1% | G = 47%[activator] | H = 5% | I = -5%
CCOC(=O)c1cnc(SCc2ccc(C)cc2)nc1N
  A = 58%[activator] | B = 4% | C = 7%[12.7 µM] | D = -6% | E = -10% | F = 0% | G = 14% | H = -5% | I = -7%
Nc1nnc(-c2cccc(Cl)c2Cl)c(N)n1
  A = 6%&-2% | B = -1%&2% | C = -2%[59 µM] | D = -8%[60.1 µM] | E = 3%&3%&-4%&7% | F = 2% | G = 0% | H = 0% | I = -6%&0%&2%
COC(=O)c1ccccc1NC(=O)CN(Cc1ccccc1)S(C)(=O)=O
  A = -5% | B = -7% | C = -2%[12.7 µM] | D = -8% | E = 13% | F = 4% | G = -4% | H = 0% | I = -3%
COc1ccc(S(=O)(=O)N2CC(C)N(C(=O)N(C)C)C2C)cc1 (stereo unspecified)
  A = 12% | B = -9% | C = -2% | D = 0% | E = -14% | F = -2% | G = 67%[activator] | H = -19% | I = -3%
O=C(NC1CCCC1)C(c1ccc(F)cc1)N(C(=O)c1csnn1)C1CC1 (stereo unspecified)
  A = -1% | B = -6% | C = 24% | D = -23% | E = -17% | F = 27% | G = 114%[activator] | H = ? | I = -4%
COC(=O)c1ccc(NC(=O)c2ccc3c(c2)C(=O)N(C)C3=O)cc1
  A = -2% | B = -11% | C = ? | D = 1% | E = 18% | F = 19% | G = 112%[activator] | H = -19% | I = -7%
C=CCOc1ccc(C2/C(=C(\O)c3ccc4c(c3)OCCO4)C(=O)C(=O)N2CCCN2CCOCC2)cc1 (stereo unspecified)
  A = -24%[57.1 µM] | B = -8% | C = 50µM* | D = -17% | E = 70%[activator] | F = -19% | G = 8% | H = 6% | I = 1%
Cc1ccc(OCC(=O)N/N=C\c2ccc(C)o2)c(C)c1
  A = -9% | B = -18% | C = -11%[12.7 µM] | D = -2% | E = 8% | F = 52% | G = 71%[activator] | H = -20% | I = -7%
O=C(c1ccc(F)cc1)N1CCN(c2ncccn2)CC1
  A = 0% | B = -10% | C = -4%[59 µM] | D = -12% | E = -3% | F = -12% | G = 31%[activator] | H = -8% | I = 2%
CCCC[N+](CC#Cc1ccccc1)(CCCC)CCCS(=O)(=O)[O-]
  A = 9% | B = -7% | C = -38% | D = -6% | E = 0% | F = 14% | G = -14% | H = -4% | I = -6%
COc1ccc(NC(=O)CSc2nc(O)cc(=O)n2-c2ccccc2)cc1
  A = -14% | B = -13% | C = -11% | D = -22% | E = 19% | F = ? | G = 79µM* | H = -9% | I = -4%
COc1ccc(OC)c(S(=O)(=O)Nc2cccnc2)c1
  A = 4% | B = -12% | C = 13% | D = -10% | E = ? | F = 1% | G = 15% | H = -5% | I = -4%
Cc1cccc(C2Nc3cccc4cccc(c34)N2)c1
  A = ? | B = -8% | C = 35µM* | D = 1% | E = -12% | F = 20% | G = 4% | H = -6% | I = -3%
O=C(CSc1ncccc1-c1nc2ccccc2[nH]1)Nc1ccc2c(c1)OCCO2
  A = -7% | B = 1% | C = ? | D = -15% | E = -1% | F = 18% | G = 5% | H = -6% | I = -7%
Cc1cccc(NC(=O)c2ccc(S(=O)(=O)N3CCC(C)CC3)cc2)n1
  A = -2% | B = -21% | C = -2%[12.7 µM] | D = -2% | E = -9% | F = 14% | G = 9% | H = -16% | I = -9%
COc1ccc(NC(=O)CCN2C(=O)[C@@H]3[C@H](C2=O)[C@H]2C=C[C@@H]3C2)cc1
  A = 5% | B = -6% | C = -3% | D = -5% | E = 1% | F = ? | G = 16% | H = 29% | I = -1%
c1ccc(CCCc2nc(-c3cccnc3)no2)cc1
  A = 8% | B = -19% | C = 1% | D = -5% | E = 8% | F = -8% | G = 45%[activator] | H = -19% | I = -3%
CC(=O)N1CCN(S(=O)(=O)c2cccc(C(=O)OCC(=O)N(Cc3ccccc3)C(C)(C)C)c2)CC1
  A = . | B = . | C = . | D = -7% | E = -31% | F = . | G = -5% | H = -6% | I = .
CCCC[C@@H]1CNCCN1CC1(c2ccccc2)CC1
  A = -1% | B = . | C = ? | D = -8% | E = 13% | F = . | G = -21% | H = -3% | I = .
Cc1ccc(S(=O)(=O)c2nnn3c2nc(NC2CCN(Cc4ccccc4)CC2)c2ccccc23)cc1C
  A = ? | B = -11% | C = 4%[59 µM] | D = ? | E = -6% | F = 1% | G = 45µM* | H = -19% | I = -1%
